Mdm2 MdmX PPI – disrupts the human Mdm2-MdmX interaction; inhibition, % at 8 µM; 330,000 tested, 3% active; SaOS-2 split-luciferase Mdm2/MdmX complementation, luminescence;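 active means inhibition of at least 50% at 8 µM in the primary screen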
NALP3 yeast inh – inhibitors of NALP3 inflammasome in yeast. Yeast reconstituted NLRP3/ASC/caspase-1, beta-gal luminescence, 24 h. inhibition, % at 10 µM. 330,000 tested, 0.39% active;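 active means inhibition of 50% or more; inactive means inhibition below 50%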;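 further: plate controls were induced DMSO wells for no effect and uninduced yeast grown without galactose for full effect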
tim23-1 inh – inhibits growth of tim23-1 mutant yeast; S. cerevisiae tim23-1 growth, BacTiter-Glo luminescence, 24 h; inhibition, % at 20 µM; 330,000 tested, 1.3% active; AID 463212;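 active means growth inhibition of the mutant yeast at or above 50%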;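 further: temperature-sensitive mutant grown at 25 °C; plate controls were DMSO-treated mutant yeast for no effect and medium wells lacking yeast for full effect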
tim10-1 inh – growth inhibitors of tim10-1 mutant yeast; S. cerevisiae tim10-1 ts strain growth, BacTiter-Glo, 24 h; inhibition, % at 20 µM; 330,000 tested, 2.2% active;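 active means inhibition of at least 40%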;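 further: mutant grown at 25 °C; 0% = DMSO wells with yeast and 100% = wells holding no yeast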
APJ agonist – APJ receptor agonism. CHO-K1 APJ PathHunter beta-arrestin, luminescence; 0% DMSO wells, 100% apelin. activation, % at 20 µM. 330,000 tested, 0.11% active;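 active means activation more than six SD over the plate average, tested at 20 µM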;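 further: 0% = DMSO alone and 100% = apelin-13 at 10 nM; some results filed as inactive read as strong as hits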
Target sequence (P35414 whole entry, looked up): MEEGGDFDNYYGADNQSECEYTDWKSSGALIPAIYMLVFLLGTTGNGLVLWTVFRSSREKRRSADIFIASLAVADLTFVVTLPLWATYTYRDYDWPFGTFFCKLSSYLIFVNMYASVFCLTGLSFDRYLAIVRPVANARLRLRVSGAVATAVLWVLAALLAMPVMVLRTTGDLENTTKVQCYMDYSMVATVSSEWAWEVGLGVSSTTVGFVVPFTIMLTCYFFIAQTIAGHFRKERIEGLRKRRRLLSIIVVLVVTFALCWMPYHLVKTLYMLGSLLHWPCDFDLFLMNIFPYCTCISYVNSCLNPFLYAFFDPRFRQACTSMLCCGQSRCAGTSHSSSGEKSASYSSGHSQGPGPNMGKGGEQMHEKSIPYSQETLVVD
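assay system = CHO-K1 APJ beta-arrestin complementation cell line | input = cell density 1000 per well | dosing = compound 20 µM once, DMSO 1% | timing = compound 90 min 25 °C, reagent 1 h | measured by = luminescence from split beta-galactosidase complementation, Galacton Star/Emerald II substrate | read-out basis = APJ agonist activity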
XBP1 UPR activ – adaptive UPR (XBP1) activation | CHO-XBP1 luciferase reporter, IRE1-XBP1 UPR activation, luminescence; percent of tunicamycin response, DMSO as zero | activation, % at 20 µM | 330,000 tested, 0.33% active | AID 463104;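 active means versus positive control, 20 µM dose yields 30% or more activation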;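 further: 100% = tunicamycin at 10 µg/mL and 0% = DMSO only wells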
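Assay system: CHO-XBP1 luciferase reporter cells; Schedule: 6 h treatment, 37 °C; Detection: glow luminescence from Steady-Glo reagent; Benchmarks: high control tunicamycin 10 µg/mL final, low control DMSO vehicle only.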
GRIN3A LBD mod – modulators (binders) of human NR3A ligand-binding domain; 340,000 tested, 2.5% active; NR3A LBD differential scanning fluorimetry, Tm shift; 0% = protein alone, 100% = glycine-bound protein; AID 1259313; Tm shift relative to glycine control, % at 25 µM;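 active means melting temperature shift of at least 10% of the positive control shift, at one fixed dose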
TIM10 inh – inhibits growth of TIM10 yeast strain; S. cerevisiae TIM10 strain growth, BacTiter-Glo luminescence, 24 h; inhibition, % at 10 µM; 330,000 tested, 1.4% active; AID 463195;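 active means inhibition of 40% or more at the single tested concentration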;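 further: wild-type TIM10 isogenic control strain grown at permissive 25 °C; 0% = DMSO yeast wells and 100% = minimal medium wells without yeast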
UPR CHOP act – activators of apoptotic arm of unfolded protein response (CHOP); CHO-CHOP luciferase reporter, UPR activation, luminescence; percent of tunicamycin response over DMSO baseline; activation, % at 10 µM; 330,000 tested, 0.34% active; AID 449763;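 active means at 10 µM dose, activation of 40% or more, normalized to positive control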;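 further: 100% = tunicamycin at 10 µg/mL and 0% = DMSO alone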
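Assay system: CHO-CHOP cells, stable luciferase reporter of PERK-eIF2a-CHOP signalling / Buffer or medium: F12 plus 10% serum / Compound dosing: one dose, 10 µM in 0.5% DMSO / Times: 6 h compound treatment, 37 °C / Technique: luciferase luminescence / Read-out: % reporter activation, DMSO baseline versus tunicamycin full activation / Benchmarks: tunicamycin and DMSO controls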
* marks the source's active call; other numbers are inactive results.

SMILES	Mdm2 MdmX PPI	NALP3 yeast inh	tim23-1 inh	tim10-1 inh	APJ agonist	XBP1 UPR activ	GRIN3A LBD mod	TIM10 inh	UPR CHOP act
COCCN(C(=O)CCc1nnc(CCc2c[nH]c3ccccc23)o1)C(C)C	4	3	18	17	-4	0	-1	10	-1.8
CCOc1cc(/C=C(\CC(=O)O)c2nc3ccccc3s2)ccc1OC	19	1	13	29	-2	-1	-1	-23	-1.1
CC(C)n1c(/C=C/c2ccccc2)nc2ccccc21	-35	38	47	34	-3	3	1	22	4.1
Cc1cccc(OCC(=O)NCC(=O)N/N=C/c2cccs2)c1	21	20	19	6	-2	-2	-1	18	-0.3
CCOc1ccc(NC(=O)CN(C)C(=O)CN2C(=O)C3CCCCC3C2=O)cc1OCC (centres undefined)	20	11	9	-8	-6	-3	0	16	0.4
O=C(NC1CCCCC1)c1ccc(CS(=O)Cc2ccccc2Cl)o1 (centres undefined)	17	0	6	3	-5	-7	-1	9	3.7
C=CCNC(=O)/C=C/c1ccc(C(C)C)cc1	-111	6	31	17	2	1	5	-3	5.5
COC(=O)[C@H](Cc1ccccc1)NC(=O)[C@@H](N)CC(=O)OCc1ccccc1	-19	10	10	5	-3	-3	-2	5	-0.1
CCN(CC)S(=O)(=O)c1ccc(N2CCCCC2)c(NC(=O)C2CCN(C(=O)c3ccc(F)cc3)CC2)c1	8	4	10	1	-2	-5	-1	6	-0.3
Oc1ccc(C2=CSC3=NCCN23)cc1O	-4	12	-5	-9	-1	-4	0	-10	1.9
CCN(CC)S(=O)(=O)c1ccc(Cl)c(C(=O)Nc2nnc(C)s2)c1	-10	-2	8	11	-1	0	-1	1	0.7
O=C1c2ccccc2C(=O)c2c(NCCCN(CCO)CCO)cccc21	-15	14	22	28	-4	-7	1	16	-1.9
CCOC(=O)N1CCC(N2C(=O)c3ccc(C(=O)NCCC(C)C)cc3C2=O)CC1	6	14	12	8	0	2	1	18	-2.5
CC(C)Oc1ccc(CN2CCCC(CO)(Cc3ccccc3)C2)cc1CO (centres undefined)	13	15	-2	11	-3	-3	0	7	-3.4
O=c1c2ccccc2nc(SCc2cn3ccsc3n2)n1-c1ccccc1	-8	24	40	29	-2	15	-6	10	2.0
O=C(NCC(c1cccs1)N1CCOCC1)C1CCN(S(=O)(=O)c2ccccc2C(F)(F)F)CC1 (centres undefined)	21	7	16	13	-5	-2	7	6	0.1
C=CCCc1ccc(C#N)c(SCc2c(C(=O)OCC)c3cc(OC(C)=O)c(Br)cc3n2C)n1	66*	8	-1	2	0	-3	0	7	5.9
Cc1ccc2nc(NC(=O)CN(C)S(=O)(=O)c3cccc4nsnc34)sc2c1	55*	-1	-38	7	-10	2	-2	-55	1.8
COc1ccc(C)cc1S(=O)(=O)N(CC(=O)O)c1ccccc1	-7	7	3	-8	-4	-3	-2	-3	-0.2
O=[N+]([O-])c1ccc(CSc2ncnc3ccccc23)cc1	23	27	10	16	-3	3	0	1	0.9
CCCCN(CC)S(=O)(=O)c1ccc(C(=O)Nc2nnc(-c3cccs3)o2)cc1	29	8	-1	34	0	-3	-3	-3	11
Cc1ccc(-c2[nH]ncc2C(=O)c2ccccc2C)c(O)c1	9	6	17	11	-3	1	1	16	0.2
FC(F)(F)c1cnc(COc2cc(Cl)cc(Cl)c2)c(Cl)c1	20	9	-1	12	-6	-2	6	7	2.1
COc1ccc(C(=O)N/N=C/c2ccc(OC)c(CN3CCN(c4ccc(F)cc4)CC3)c2)cc1	7	1	18	2	-1	-2	-8	12	1.5
O=C1C=C(NCc2ccco2)CCC1	2	3	11	12	-1	-4	3	2	-0.8

New compounds follow
SMILES	Mdm2 MdmX PPI	NALP3 yeast inh	tim23-1 inh	tim10-1 inh	APJ agonist	XBP1 UPR activ	GRIN3A LBD mod	TIM10 inh	UPR CHOP act
NC(=O)C1c2ccccc2Oc2ccccc21	24	-9	-6	16	-3	-7	1	9	-0.9
Cc1ccc(C)c2c1cc(C)c1nnc(SCC(=O)N3CCCc4ccccc43)n12	29	-2	23	25	-4	-1	0	36	0.8
Cc1cc(C(=O)N2CCN(C(c3ccccc3)c3ccccc3)CC2)on1	6	9	22	19	-1	-4	-2	9	-1.8
COc1ccc(N2CCN(C3CCCN(S(=O)(=O)c4ccccc4)C3)CC2)cc1 (centres undefined)	12	12	16	29	-3	-4	0	-1	-0.2
CN(CC(=O)Nc1cccc(F)c1)C(=O)CN1c2cccc3cccc(c23)S1(=O)=O	16	18	5	8	10	-4	-1	9	-0.9
O=C(CC1(O)C(=O)N(Cc2ccccc2Cl)c2ccccc21)c1ccco1 (centres undefined)	35	-6	34	17	0	1	1	20	1.6
CN(C)c1ccc(C(c2ccc(N(C)C)cc2)c2ccc([N+](=O)[O-])cc2)cc1	9	6	24	10	1	-6	0	10	-1.4
CCCCSCCCNC(=O)C1CCC(CNS(=O)(=O)c2ccccc2)CC1 (centres undefined)	-1	-1	6	3	-1	-5	0	10	-2.3
C=CCN1C(=O)/C(=C/c2cccs2)S/C1=N\S(=O)(=O)c1ccc(F)cc1	12	7	5	-6	-1	-1	0	1	-0.1
CCCNC(=O)c1ccc2nc(-c3ccccc3)c(-c3ccccc3)nc2c1	11	-12	15	37	2	2	-3	25	4.3
CN1CCN(S(=O)(=O)c2cccc(C(=O)N(Cc3ccccc3)c3ccccc3)c2)CC1	17	-2	10	13	-3	7	-2	4	-1.0
CCN(CC)CC(=O)N1c2ccccc2Sc2ccccc21	3	7	3	4	-3	0	-1	-14	-2.2
Cc1cccc2cc(C#N)c(SCC(=O)NCC3CCCO3)nc12 (centres undefined)	-33	-3	-5	4	0	-2	-1	10	-1.5
CCN(CC)c1ccc(NC(=S)NC(=O)C2CCC2)cc1	26	33	58*	39	1	1	4	29	1.7
CN1CCN(C(=O)c2cnn(-c3ccccc3)c2NC(=O)c2ccccc2)CC1	14	14	3	9	-2	-1	1	3	-0.1
Cc1ccccc1C(=O)O/N=C(\N)Cc1cccs1	100*	23	77*	67*	28	3	0	90*	5.1
CCOc1ccc(NC(=O)COc2ccc(-n3cnnn3)cc2)cc1	3	7	-1	-4	-2	-1	-7	-4	-0.3
OCCN(Cc1ccccc1)Cc1ccccc1F	4	2	31	2	-3	-1	0	-2	-0.9
COc1cccc(NS(=O)(=O)Cc2ccccc2)c1	-11	24	-9	0	1	3	-1	7	0.5
CC(C)(CO)Nc1nc(Nc2ccccc2)nc(Nc2ccccc2)n1	14	6	5	17	2	1	1	13	-2.2
NNC(=O)c1ccc(O)cc1O	0	9	0	13	3	-1	-1	-4	3.7
Cc1ccc(OCC(=O)N2CCN(S(=O)(=O)c3ccc4c(c3)OCCO4)CC2)c(C)c1	6	13	30	22	-1	-2	0	-3	-0.4
CCOC(=O)c1cc(-c2ccccc2C)nn1Cc1cc(CC)no1	-58	12	18	-16	-5	6	-1	-15	1.3
Cn1nc(-c2ccc(Cl)cc2)cc1NC(=O)CSCC(=O)O	16	-1	21	-14	0	-5	1	8	1.1
CC(C)(C)c1ccc(OCC(O)CN2CCOCC2)cc1 (centres undefined)	12	18	-4	4	-4	-1	2	48*	2.3

Entries from the list above that have a COOH group:
SMILES	Mdm2 MdmX PPI	NALP3 yeast inh	tim23-1 inh	tim10-1 inh	APJ agonist	XBP1 UPR activ	GRIN3A LBD mod	TIM10 inh	UPR CHOP act
CCOc1cc(/C=C(\CC(=O)O)c2nc3ccccc3s2)ccc1OC	19	1	13	29	-2	-1	-1	-23	-1.1
COc1ccc(C)cc1S(=O)(=O)N(CC(=O)O)c1ccccc1	-7	7	3	-8	-4	-3	-2	-3	-0.2
Cn1nc(-c2ccc(Cl)cc2)cc1NC(=O)CSCC(=O)O	16	-1	21	-14	0	-5	1	8	1.1

3 compounds already listed, arranged by the value under XBP1 UPR activ, rising.
smiles	XBP1 UPR activ
CC(C)(CO)Nc1nc(Nc2ccccc2)nc(Nc2ccccc2)n1	1
Cc1ccccc1C(=O)O/N=C(\N)Cc1cccs1	3
O=c1c2ccccc2nc(SCc2cn3ccsc3n2)n1-c1ccccc1	15

Next compounds.
SMILES	Mdm2 MdmX PPI	NALP3 yeast inh	tim23-1 inh	tim10-1 inh	APJ agonist	XBP1 UPR activ	GRIN3A LBD mod	TIM10 inh	UPR CHOP act
CCC(OC(=O)CN1C(=O)C(=O)c2ccccc21)C(=O)Nc1ccccc1OC (centres undefined)	4	2	17	13	-6	-3	-1	-6	0.7
CN(C)N1C(=O)/C(=C/c2ccco2)SC1=Nc1ccccc1	8	29	28	19	-3	-3	-1	-1	-1.0
COc1ccc(NC(=O)c2cccnc2SC)cc1S(=O)(=O)N1CCCCC1	5	11	16	5	2	0	-1	-5	0.0
C[N+](C)(C)CCCNC(=O)c1ccc(/C=N/O)nc1	-2	-15	-11	0	-3	-2	3	2	-0.9
COc1ccc(OC)c(NC(=O)c2cc(S(=O)(=O)N(C)C)ccc2N2CCCC2)c1	9	19	27	16	-6	0	0	12	-0.6
C=CCc1ccc(OCC(O)CN2CCCCC2)c(OC)c1 (centres undefined)	21	15	3	22	-2	-1	0	-19	0.2
O=C(COC(=O)c1cccc(O)c1)Nc1ccc(OC(F)F)cc1	36	1	8	-4	-4	-1	-5	0	-0.9
CCOC(=O)CSC1=C(C#N)C(c2ccccc2OC)CC(=O)N1 (centres undefined)	31	-4	6	15	-1	-2	-2	6	-2.0
Cc1ccc(NC(=O)c2ccc(NS(=O)(=O)/C=C/c3ccccc3)cc2)nc1	11	23	33	20	-6	-3	18*	15	0.5
CCOc1cccnc1Sc1ccccc1	-14	0	16	9	-1	1	-2	15	0.5
CCOC(=O)c1sc(=NC(=O)/C=C/c2cccs2)n(C)c1C	-67	19	16	10	-1	0	7	4	2.6
CCOCCCN1CC(C(=O)NCCc2ccc(C)cc2)CC1=O (centres undefined)	1	11	-2	-3	1	0	0	-11	-1.1
O=C(Cn1cc[n+](CC(=O)c2ccc(Cl)cc2Cl)c1)c1ccc(Cl)cc1Cl	32	17	8	6	-2	-3	-1	11	0.5
C=C(C)CC1N(c2cccc(OC)c2)C(=O)[C@@H]2C(C(=O)O)[C@H]3C=C[C@@]12O3 (some centres undefined)	-13	17	10	9	-6	-1	-1	1	0.5
CN(C)/C=C1\Cc2ccccc2C1=O	2	19	-4	-9	0	0	-1	-6	-2.4
COc1cccc(C(=O)OCC(=O)NCCC2=CCCCC2)c1	-1	12	18	-1	-3	-1	0	-23	-0.4
CCCC[n+]1ccn(-c2nc3ccccc3nc2[N-]S(=O)(=O)c2ccc(C)cc2)c1	11	15	0	-3	4	-1	-1	5	-1.2
Cc1ccc2c(c1)nnn2C1CCN(CC(=O)Nc2ccccc2N2CCOCC2)CC1	3	23	45	37	1	0	-2	33	-1.5
O=c1nc2ccccc2c2n1CC(CN1CCN(C(c3ccccc3)c3ccccc3)CC1)N2 (centres undefined)	30	9	20	0	-3	-2	-3	9	0.7
CC(Oc1ccc(F)cc1)C(=O)Nc1ccccc1C(=O)N1CCCCC1 (centres undefined)	11	18	8	9	-4	-3	-1	-11	2.0
Nc1c(C(=O)OCC(=O)Nc2cccc([N+](=O)[O-])c2)[nH]c(=O)[nH]c1=O	15	9	18	6	-4	1	-3	-11	-1.9
